Rac1 wt GTP bind: wildtype Rac1 GTP binding modulators, primary screen, biochemical, GST-Rac1 beads, flow cytometry, multiplex. Ras-related C3 botulinum toxin substrate 1 (Homo sapiens), P63000. fluorescent GTP binding; actives lie on both sides; 0 = cold GTP competed, 100 = untreated. GTP binding activity (% of control), % at 10 µM. hit rate 0.27% among 190,000;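 active = GTP binding activity at least 20 points away from the 100% control level, either lower or higher; inconclusive = compound flagged as likely green fluorescent, judged across all proteins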
HRas wt GTP bind: modulators of GTP binding to HRas wildtype, primary screen, biochemical, bead-based flow cytometry, multiplex; GST-Ras wt beads, Bodipy-FL-GTP binding; actives lie on both sides; GTP binding activity, % at 10 µM; hit rate 0.14% among 190,000; AID 759, 2007;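 active = GTP binding activity at least 20% away from the 100% baseline, either lowered as inhibitor or raised as activator; inconclusive = flagged as likely green fluorescent, judged across all proteins in the well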;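 also: 0% = unlabeled GTP competition control and 100% = no-compound control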
Avidin bead fluor: green autofluorescence of compounds with avidin beads – biophysical, 488/530 nm, flow cytometry, artefact control, profiling panel; fluorescence (KMESF) at 10 µM; compound fluorescence 488/530 nm; hits give high values; hit rate 0.38% among 220,000; in the data active = fluorescence above about 47; also: inactives centre near 10
ABCB1 block: ABCB1 efflux pump inhibitors, primary screen, cell-based, multiplex, flow cytometry, ABCG2 counter-screen. CCRF-Adr cells, JC-1 efflux. AID 1326, 2008. hit rate 0.067% among 190,000. inhibition, % at 6.6 µM. ATP-dependent translocase ABCB1 (Homo sapiens), P08183; in the data active = inhibition above about 40%;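 also: 0% = vehicle and 100% = reference inhibitor; higher value means more JC-1 retained so stronger ABCB1 efflux block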
Target sequence (P08183 whole entry, looked up): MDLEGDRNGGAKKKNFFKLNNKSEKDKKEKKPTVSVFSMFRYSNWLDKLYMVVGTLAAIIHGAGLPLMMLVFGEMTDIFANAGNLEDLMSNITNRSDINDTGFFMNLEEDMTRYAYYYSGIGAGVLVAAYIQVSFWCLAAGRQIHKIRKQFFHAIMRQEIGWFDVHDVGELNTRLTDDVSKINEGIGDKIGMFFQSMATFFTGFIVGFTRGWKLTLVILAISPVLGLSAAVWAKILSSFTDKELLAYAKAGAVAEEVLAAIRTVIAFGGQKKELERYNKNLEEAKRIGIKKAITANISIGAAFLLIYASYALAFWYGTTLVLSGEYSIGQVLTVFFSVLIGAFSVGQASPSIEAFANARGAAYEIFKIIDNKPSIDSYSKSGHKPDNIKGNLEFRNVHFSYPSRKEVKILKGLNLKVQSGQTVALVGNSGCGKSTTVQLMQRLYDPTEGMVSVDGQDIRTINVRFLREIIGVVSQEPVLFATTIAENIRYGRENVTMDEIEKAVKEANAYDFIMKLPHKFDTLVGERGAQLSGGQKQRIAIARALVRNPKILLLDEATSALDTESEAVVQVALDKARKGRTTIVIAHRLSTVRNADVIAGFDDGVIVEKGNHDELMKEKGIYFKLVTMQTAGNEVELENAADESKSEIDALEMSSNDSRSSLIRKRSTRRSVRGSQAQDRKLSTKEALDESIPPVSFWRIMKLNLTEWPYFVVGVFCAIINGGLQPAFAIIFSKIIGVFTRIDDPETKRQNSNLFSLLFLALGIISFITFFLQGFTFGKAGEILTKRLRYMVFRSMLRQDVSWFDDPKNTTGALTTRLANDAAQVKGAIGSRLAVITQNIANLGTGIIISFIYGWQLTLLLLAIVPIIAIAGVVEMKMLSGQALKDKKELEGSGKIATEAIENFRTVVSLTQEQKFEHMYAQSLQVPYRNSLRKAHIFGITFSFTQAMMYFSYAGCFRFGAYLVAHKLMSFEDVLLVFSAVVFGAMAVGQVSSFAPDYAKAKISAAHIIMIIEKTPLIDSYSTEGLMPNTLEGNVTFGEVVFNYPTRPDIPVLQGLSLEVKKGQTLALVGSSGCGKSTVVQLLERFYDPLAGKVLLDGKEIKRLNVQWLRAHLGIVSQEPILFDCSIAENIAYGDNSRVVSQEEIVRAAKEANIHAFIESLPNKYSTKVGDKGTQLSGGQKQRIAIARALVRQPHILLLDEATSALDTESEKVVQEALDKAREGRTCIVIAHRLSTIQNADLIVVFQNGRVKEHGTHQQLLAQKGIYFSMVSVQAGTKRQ
GSH bead fluor: compound fluorescence on glutathione beads, profiling panel, artefact control, biophysical, 488/530 nm, flow cytometry | GSH beads flow cytometry, compound fluorescence 488/530 nm; hits give high values | fluorescence (KMESF) at 10 µM | hit rate 0.25% among 190,000 | AID 1776, 2009; in the data active = fluorescence above about 89;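 also: glutathione beads carrying GST-tagged Bcl family fusion proteins plus one bare bead set; values are compound well signal with DMSO vehicle wells as background; inactives centre near 16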
Rab2A wt mod: modulators of GTP binding to Rab2A wildtype, primary screen, biochemical, dog, bead-based flow cytometry, multiplex; hit rate 0.19% among 190,000; GST-Rab2 wt beads, Bodipy-GTP binding; GTP binding activity, % at 10 µM;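 active = GTP binding activity at least 20 points away from 100%, either lowered or raised; inconclusive = signal likely due to the compound's own green fluorescence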;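 also: 0% = beads with excess unlabeled GTP and 100% = no-compound control corrected for plate trend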
Rab7 wt modul: modulators of GTP binding to Rab7, primary screen, biochemical, wildtype, multiplex bead flow cytometry; Rab7 GTPase wild type (dog), Bodipy-FL-GTP binding; AID 758, 2007; GTP binding activity (percent of control), % at 10 µM; hit rate 0.055% among 190,000; GST-Rab7 beads, fluorescent GTP binding; actives lie on both sides; untreated = 100%, excess cold GTP = 0%;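 active = fluorescent GTP binding to Rab7 beads changed by at least 20 points from the 100% baseline, either direction, mostly lower; inconclusive = compound itself probably fluorescent, or too few beads counted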;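 also: median green fluorescence of bound Bodipy-FL-GTP per Rab7 bead population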
Cdc42 wt GTP: modulators of GTP binding to wildtype Cdc42, primary screen, biochemical, multiplex bead flow cytometry, Bodipy-GTP. Cell division control protein 42 homolog (Homo sapiens), P60953. GST-Cdc42 beads; actives lie on both sides. percent activity (GTP binding), % at 10 µM. hit rate 0.2% among 190,000;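 active = percent activity GTP binding at least 20 points away from the 100% baseline, either down as inhibitor or up as activator; inconclusive = compound flagged as likely green fluorescent from well-wide comparison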;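 also: median bead fluorescence of bound Bodipy-FL-GTP at 100 nM; 0% = excess unlabeled GTP control and 100% = no compound control; below 100% means less GTP binding so inhibitor and above means activator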
Pf gamet viab: late stage P. falciparum gametocyte viability inhibitors, primary screen, ATP luminescence, HTS | hit rate 0.065% among 150,000 | P. falciparum stage V gametocytes, 24 h | inhibition, % at 10.9 µM;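 active = inhibition above the mean plus 3 SD of compounds within the control limits, set per campaign, cut at about 38% in these data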;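 also: 0% = DMSO wells and 100% = medium only without gametocytes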
Rac1 act GTP bind: GTP binding modulators of activated mutant Rac1, primary screen, biochemical, bead-based flow cytometry, multiplex, fluorescent GTP; GST-Rac1 activated beads; actives lie on both sides; 100% means binding = to untreated wells; percent activity (GTP binding), % at 10 µM; hit rate 0.11% among 190,000; AID 764, 2007;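 active = GTP binding at least 20 percentage points away from the 100% baseline, in either direction, so actives lie on both sides; inconclusive = Compound likely fluorescent itself, or too few beads counted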
ABCG2 block: ABCG2 efflux pump inhibitors, primary screen, multiplex with ABCB1, IgMXP3 cells, flow cytometry; inhibition, % at 6.6 µM; hit rate 0.1% among 190,000; Broad substrate specificity ATP-binding cassette transporter ABCG2 (Homo sapiens), Q9UNQ0; JC-1 efflux; AID 1325, 2008;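 active = inhibition above 80%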;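 also: 0% = DMSO and 100% = nicardipine control wells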
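Incubation: cells with compound and JC-1, 10 min at 25 °C, rotating, no wash / Test system: IgMXP3 (ABCG2) plus far-red-tagged CCRF-Adr (ABCB1) cells / Compound dosing: one concentration, 6.6 µM final / Also added: JC-1 fluorescent substrate / Evaluation: efflux inhibition in percent versus controls / Detection: flow cytometry, 530 nm JC-1 signal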
An asterisk follows results filed as active; u = inconclusive; x = not tested or not shown.

SMILES	Rac1 wt GTP bind	HRas wt GTP bind	Avidin bead fluor	ABCB1 block	GSH bead fluor	Rab2A wt mod	Rab7 wt modul	Cdc42 wt GTP	Pf gamet viab	Rac1 act GTP bind	ABCG2 block
COc1ccc(C(=O)NCC(=O)OCc2ccc([N+](=O)[O-])cc2)cc1	98	96	10	2.1	14	95	97	98	-17	95	14
COc1ccc(NC(=O)CN(C)S(=O)(=O)c2ccc3c(c2)CCC(=O)N3)c(OC)c1	105	100	7	0.3	13	101	97	101	x	99	7
N[C@@H](Cc1cc(I)c(O)c(I)c1)C(=O)O	109	105	7	0.5	18	103	103	112	x	103	2
CC(=O)Nc1ccc(S(=O)(=O)N(C)CC(=O)OCC(=O)Nc2ccc3c(c2)OCO3)cc1	100	100	12	0.7	3	98	101	101	-7	99	0
COC(=O)c1ccc(Oc2ccc3nncn3n2)cc1	104	102	17	0.5	12	102	99	101	-2	100	2
Cc1ccc(/C=C(/NC(=O)c2ccccc2)C(=O)NCCc2c[nH]c3ccccc23)o1	100	102	3	0.0	22	105	93	102	x	102	1
CC(=O)Nc1ccc(N/C=C(\C=O)c2nc3ccccc3o2)cc1	99	96	12	0.4	11	96	96	98	4	97	9
Cn1cnnc1SCC(=O)c1c(N)n(Cc2ccccc2)c(=O)n(C)c1=O	101	100	9	0.9	17	98	108	99	-64	97	2
Cc1ccc(-c2nc(NCc3ccco3)n(C(=O)c3ccco3)n2)cc1	98	99	7	0.1	12	96	99	93	-3	96	0
CC(C)(C)NC(=O)C(=O)NCc1ccccn1	101	98	3	1.0	11	98	101	97	1	97	0
C=CCSc1nc(=O)n2ccccc2n1	100	96	42	0.7	16	97	97	97	7	95	8
CC(C)OC(=O)Nc1ccc2c(c1)N(C(=O)CCN1CCN(CCO)CC1)c1ccccc1CC2	90	93	8	-1.3	9	96	96	91	-8	93	-3
COc1ccccc1CNC(=O)COC(=O)c1cnccn1	105	101	15	0.6	21	102	98	104	x	103	5
O=C(Cn1ncc(Cl)c(Cl)c1=O)NCC1CCCCC1	102	99	10	0.2	13	100	99	101	22	99	2
CC(=O)c1cccc(N=C2NC(=O)CS2)c1	105	101	13	-0.4	33	98	100	102	-15	100	17
CCOC(=O)C1=C(N)OC2=C(C(=O)CC(C)C2)C1c1cccnc1 (stereo not given)	104	101	7	0.2	20	98	103	101	11	98	1
O=C(Nc1c(C(=O)O)[nH]c2ccccc12)NC1CCCCC1	100	99	11	-0.4	25	100	101	99	5	98	-1
Nc1cc(CN2C(=O)c3ccccc3C2=O)cc(Cl)c1O	103	103	35	0.3	26	101	103	102	x	99	10
O=c1c2c3c(sc2ncn1Cc1ccc(F)cc1)CCC3	u	u	13	1.8	20	u	u	u	-33	u	7
COc1ccc(OC)c(C(c2nnnn2CCc2ccccc2)N2CCN(c3ccccc3)CC2)c1 (stereo not given)	104	103	12	3.5	14	103	102	101	x	104	8
Clc1ccc(COc2cccc(CNCc3ccncc3)c2)cc1	100	96	13	0.6	11	97	96	96	13	96	0
CC(C)(C)c1[nH]nc2c1C(c1ccc(OC(=O)c3ccco3)cc1)C(C#N)=C(N)O2 (stereo not given)	103	102	6	x	17	102	104	103	x	100	x
CCn1c(CCNC(=O)c2ccc(C)cc2)n[nH]c1=S	102	100	3	-1.3	7	97	97	100	9	102	-6
Cn1cccc1/C=N/n1c(-c2ccc(Cl)cc2)n[nH]c1=S	92	97	11	-0.4	26	96	99	95	-34	92	-1
COc1ccc(S(=O)(=O)N(C)CC(=O)NCc2cccnc2)cc1Cl	103	101	5	0.5	53	98	99	99	x	100	3
Cc1ccccc1OCC(=O)Nc1ccc(N2CCN(C(=O)C(C)C)CC2)c(Cl)c1	101	98	7	2.5	17	103	101	99	8	99	9
CCCn1c(SCC(=O)Nc2cccc(C)n2)nnc1C(C)C	98	99	9	0.2	24	100	100	103	3	95	1
CCCCN(C(=O)c1cc(OC)c(OC)c(OC)c1)C1=CC2CCC(C1)N2C (stereo not given)	97	99	10	-0.2	36	97	97	99	-6	97	0
O=C(CCS(=O)(=O)c1cccc2nonc12)NC1CCCCCC1	100	98	4	0.4	34	98	97	99	-20	98	0
Cc1ccc(C(=O)N/C(=C/C=C\c2ccccc2)C(=O)NCc2ccco2)cc1	100	98	15	-0.6	15	99	95	100	-11	103	-3
O=c1[nH]c(CN2CCN(S(=O)(=O)c3ccc(Cl)cc3)CC2)nc2cc(Cl)ccc12	101	96	12	0.8	13	97	97	101	5	97	0
COC(=O)N/N=C1\CCCc2ccccc21	109	104	14	0.2	9	100	101	106	x	103	2
Cn1c(C(=O)OCC(=O)NCc2ccco2)cc2sccc21	105	99	9	0.2	17	100	98	101	-8	99	6
COc1ccc(NC(=O)CSc2n[nH]c(C)c2[N+](=O)[O-])cc1	u	u	21	-0.8	7	u	u	u	5	u	-1
Cc1cc(C)n2[nH]c(=O)c(N=Nc3ccc(S(N)(=O)=O)cc3)c2n1	105	102	12	0.4	24	101	109	98	x	98	1
Cc1ccc(NCc2n[nH]c(=S)n2-c2ccccc2)c(C)c1	100	101	7	-0.8	20	100	98	100	-25	100	-2
COc1ccccc1-c1ccc(SCc2cccc(F)c2)nn1	u	u	9	0.8	20	u	u	u	21	u	12
Cc1ccc2ccc(C(Nc3ccccn3)c3ccccc3)c(O)c2n1 (stereo not given)	104	98	5	0.1	24	96	97	99	x	99	0
CCCCn1c(SCC(=O)N2CCCc3ccccc32)nc2c1c(=O)n(C)c(=O)n2C	108	102	7	1.4	5	100	102	103	x	100	4
CCCCn1c(N)c(N(CCC(C)C)C(=O)CSc2nnc(Nc3ccccc3)s2)c(=O)[nH]c1=O	96	97	25	0.8	25	98	106	98	-4	96	3
CS(=O)(=O)c1cccc(C(=O)NCc2ccc(F)cc2)c1	101	100	4	1.3	15	97	97	102	x	98	7
CCCC(C)C(=O)Nc1nc(C)c(-c2csc(Nc3ccccc3OC)n2)s1 (stereo not given)	101	98	33	-0.4	13	98	98	99	-12	97	-1
COc1ccc(C2=NN(C(=O)CSc3nc4ccccc4s3)C(c3ccc(F)cc3)C2)cc1 (stereo not given)	105	102	7	0.4	13	104	102	102	-11	101	1
COc1ccc(CN(C2CCCC2)S(=O)(=O)c2ccc(-n3cnnn3)c(OC)c2)cc1OC	104	102	6	-2.6	32	102	100	102	13	99	-4
CC1(C)CC(=O)/C(=C\c2cccc([N+](=O)[O-])c2)C(C)(C)N1	103	99	7	1.5	18	99	100	98	5	99	16
CCOC(=O)C1CCN(C(=O)c2ccc(NC(=O)C3CCCO3)cc2)CC1 (stereo not given)	96	95	27	0.3	18	92	88	94	4	88	0
CC1(C)CC(=O)C(C=NCCO)=C(O)C1	104	103	15	0.3	23	103	100	104	15	102	1
O=C1CC(c2ccc(S(=O)(=O)N3CCCCC3)cc2)CN1 (stereo not given)	103	98	14	-0.2	34	99	97	98	x	99	0
CC(C)(Oc1ccc(Cl)cc1)C(=O)NCc1ccncc1	94	97	10	0.6	57	93	95	98	-8	94	8
CCOc1ccccc1NC(=O)c1cccc(NC(=O)c2ccco2)c1	92	96	10	0.5	31	93	93	93	-8	92	4
CCOc1cc(C=O)cc(Br)c1OCC(=O)NCCc1ccccc1	99	98	6	2.1	20	98	105	96	x	94	21
CCc1cccc2c(SC(C)C(=O)NCC3CCCO3)nc(-c3ccccc3)nc12 (stereo not given)	92	96	14	1.6	28	94	94	95	x	95	7
Cc1ccc2c(c1)c1c(n2C)-c2[nH]ncc2CC1	105	100	16	0.5	25	98	99	104	x	98	5
COCCCN(C(=O)Cn1ncc2c(=O)oc3ccc(C)cc3c21)C(C)c1ccncc1 (stereo not given)	104	100	31	0.1	16	101	105	102	x	99	1
CCNC(=S)NNC(=O)c1csc(C(C)C)c1	105	100	4	0.1	71	97	101	102	x	99	0
OCCNCc1cccc(Br)c1	99	97	8	0.6	21	97	95	95	-9	97	0
Cc1cc(C)cc(C(=O)Nc2nnc(SCC(=O)N3CCCc4ccccc43)s2)c1	99	98	7	0.4	12	97	101	101	x	94	2
CSc1ccccc1NC(=O)Cc1ccccc1	100	96	18	0.3	9	96	92	98	-5	94	0
Cc1ccc(Nc2nc(N)c([N+](=O)[O-])c(NCc3ccco3)n2)cc1C	101	98	2	-0.5	6	94	95	95	x	100	-1
NNC(=O)COc1ccc(C2SCCS2)cc1	96	95	11	-0.4	12	97	99	96	x	94	0

(next part)
SMILES	Rac1 wt GTP bind	HRas wt GTP bind	Avidin bead fluor	ABCB1 block	GSH bead fluor	Rab2A wt mod	Rab7 wt modul	Cdc42 wt GTP	Pf gamet viab	Rac1 act GTP bind	ABCG2 block
CCCc1cc(=O)[nH]c(SCC(=O)Nc2ccccc2C#N)n1	100	101	x	0.4	12	102	103	100	x	95	1
COc1ccccc1NC(=O)Nc1ccccc1SC	99	99	11	0.8	14	102	107	95	7	93	22
CC(C)c1ccc(S(=O)(=O)/N=C2/C=CC(=O)c3ccccc32)cc1	95	94	8	0.0	7	93	96	94	x	92	1
Cc1ccc(NC(=O)CSc2ccc(-c3ccco3)nn2)cc1	99	96	9	0.1	10	97	106	96	x	95	4
COc1ccc(CCNC(=O)c2nonc2N)cc1	102	97	7	0.8	16	98	96	96	x	99	5
COCCCn1c(SCC(=O)Nc2sc3c(c2C#N)CCCC3)nnc1-c1ccncc1	105	101	7	0.8	30	99	100	100	x	99	2
Cc1cccc(N(C(=O)Cc2cccs2)C(C(=O)NC2CCCC2)c2ccsc2)c1 (stereo not given)	101	98	16	0.8	9	99	95	100	x	100	3
CC(=O)/C(=N/Nc1ccccc1Cl)Sc1nnc(C(O)c2ccccc2)n1-c1ccccc1 (stereo not given)	104	100	9	2.2	15	100	96	101	-14	101	12
COc1ccc(C(CC(=O)O)NC(=O)c2cccs2)cc1 (stereo not given)	101	98	6	-0.2	24	101	97	102	x	99	-1
CCOC(=O)c1cc(C(=O)c2cc(F)ccc2O)coc1=N	105	105	14	-2.8	21	104	101	105	x	101	-1

Rows were taken by chance, and some 1.1% of all compounds hit somewhere here.
